Screens from PubChem.
GoLoco inh red = qHTS Assay for Inhibitors of RGS12 GoLoco Motif Activity (Red Fluorophore). hit rate 0.44% among 230,000. Gai1:RGS12 GoLoco peptide FP, rhodamine, 10 min. Potency, µM (series often up to 61.6 µM), without a hit: at the highest dose activity, negative = inhibition, usual class: inhibitors. Guanine nucleotide-binding protein G(i) subunit alpha-1 (Homo sapiens), P63096; active = well fitted inhibition curve with a large enough effect, not every such curve was filed as active; inactive = no such curve, though single readings can be large or run the other way; note: % is set by controls: 0 for no effect and ±100 for the full control effect; nearly all actives have a fitted effect of over 30% in size; many of its hits are not listed in these tables
Target sequence (P63096 whole entry, looked up): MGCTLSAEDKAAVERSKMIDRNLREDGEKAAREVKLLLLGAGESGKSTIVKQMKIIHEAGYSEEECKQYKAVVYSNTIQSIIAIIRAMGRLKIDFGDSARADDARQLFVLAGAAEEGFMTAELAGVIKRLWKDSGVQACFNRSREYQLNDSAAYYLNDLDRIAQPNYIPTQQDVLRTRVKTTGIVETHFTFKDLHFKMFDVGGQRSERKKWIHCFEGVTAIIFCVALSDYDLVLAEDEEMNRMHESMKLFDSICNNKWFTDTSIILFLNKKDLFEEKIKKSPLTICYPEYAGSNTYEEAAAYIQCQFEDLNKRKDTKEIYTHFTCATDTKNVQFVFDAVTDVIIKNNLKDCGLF
GAA inh = qHTS Assay for Inhibitors of Human alpha-Glucosidase as a Potential Chaperone Treatment of Pompe Disease. hit rate 0.005% among 200,000. Potency, µM (doses to about 76.9 µM), for the others: top-dose activity change, negative = inhibition, actives largely listed as inhibitors. purified human GAA, 4-MU-alpha-glucoside fluorescence;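 note: plate controls were uninhibited enzyme wells for no effect and no-enzyme background for full effect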
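qHTS format, compound range up to 77 uM. Human lysosomal enzyme at 4 nM, 400 uM 4-MU glucoside substrate, pH 5.0, 20 min room temperature; fluorescence after alkaline stop gives activity normalized to controls.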
ALDH1A1 block = qHTS Assay for Inhibitors of Aldehyde Dehydrogenase 1 (ALDH1A1); hit rate 7.3% among 220,000; Potency, µM (top dose mostly 75.3 µM), inactives show at the highest dose activity, negative = inhibition, usual class: inhibitors; Purified ALDH1A1, NADH fluorescence, propionaldehyde substrate; Aldehyde dehydrogenase 1A1 (Homo sapiens), P00352; active = well fitted inhibition curve with a large enough effect, not every such curve was filed as active; inconclusive = small, poorly fitted or top-dose-only effect, or another doubt; inactive = no such curve, though single readings can be large or run the other way;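 note: plate controls were no enzyme wells and a reference inhibitor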
GAA glycogen mod = qHTS Assay for Inhibitors and Activators of Human alpha-Glucosidase Cleavage of Glycogen; Lysosomal alpha-glucosidase (Homo sapiens), P10253; recombinant GAA, glycogen substrate, Amplex Red glucose oxidase fluorescence; Potency, µM (highest dose often 76.4 µM), inactives show at the highest dose activity change, negative = inhibition, hits mostly inhibitors; hit rate 0.38% among 300,000; AID 2100, 2009;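 note: 0% = full enzyme reaction and -100% = no-enzyme basal signal; the screen sought inhibitors and activators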
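Recombinant enzyme (4 nM final) with compounds titrated up to 77 uM and bovine liver glycogen (30 ug) in citrate pH 5.0, 0.01% Tween-20, 37 C 40 min. Released glucose detected by Amplex Red/glucose oxidase (Ex 573/Em 610); AC50 from Hill fits.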
SMN2 splice up = qHTS Assay for Enhancers of SMN2 Splice Variant Expression. HEK293 SMN2-luciferase splicing reporter, luminescence, 30-36 h. Potency, µM (titrated, usually from 46.1 µM), inactives show top-dose activity change, positive = activation, most hits filed as activators. hit rate 2.8% among 210,000. AID 1458, 2008; note: % of control where 0% means no effect; nearly all actives have a fitted effect of over 55% in size
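HEK293 cells carry an SMN2 minigene-luciferase reporter in which exon 7 inclusion puts luciferase in frame. Cells were seeded at 2000 cells/well, attached for 10-12 hours, then exposed to compounds for 30-36 hours at 37C before ONE-Glo luminescence.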
JMJD2E inh = qHTS Assay for Inhibitors of Human Jumonji Domain Containing 2E (JMJD2E); JMJD2E catalytic domain, FDH-coupled NADH fluorescence (FDH is formaldehyde dehydrogenase); Potency, µM (doses to about 57.1 µM), for the others: at the highest dose activity change, negative = inhibition, hits mostly inhibitors; hit rate 1.6% among 230,000; AID 2147, 2009; active = well fitted inhibition curve with a large enough effect, not every such curve was filed as active; inconclusive = small, poorly fitted or top-dose-only effect, or another doubt; inactive = no such curve, though single readings can be large or run the other way;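 note: 0% = wells with enzyme and -100% = buffer wells without enzyme; nearly all actives have a fitted effect of over 50% in size; many of its hits are not listed in these tables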
aGlu spleen mod = qHTS Assay for Inhibitors and Activators of Human alpha-Glucosidase From Spleen Homogenate; AID 2112, 2009; Potency, µM (doses to about 79.9 µM), for inactives: at the highest dose activity change, negative = inhibition, usual class: inhibitors; human spleen homogenate, 4-MU-alpha-glucoside fluorescence; Lysosomal alpha-glucosidase (Homo sapiens), P10253; hit rate 0.006% among 240,000;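 note: 0% = enzyme with vehicle and -100% = no enzyme basal signal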
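Compounds were titrated against alpha-glucosidase in spleen homogenate at pH 5.0, with 1 mM 4-methylumbelliferyl substrate for 40 min at 37 C. Reactions were quenched with pH 10 NaOH/glycine and fluorescence measured.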
aGal spleen mod = qHTS Assay for Inhibitors and Activators of Human alpha-Galactosidase From Spleen Homogenate. human spleen homogenate, 4MU-alpha-Gal fluorescence, 40 min. Potency, µM (top dose mostly 80 µM), inactives show top-dose activity change, negative = inhibition, actives largely listed as inhibitors. hit rate 0.008% among 240,000. AID 2107, 2009;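 note: 0% = enzyme with vehicle and -100% = no enzyme basal signal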
Target sequence (P06280 32-429 limits assumed): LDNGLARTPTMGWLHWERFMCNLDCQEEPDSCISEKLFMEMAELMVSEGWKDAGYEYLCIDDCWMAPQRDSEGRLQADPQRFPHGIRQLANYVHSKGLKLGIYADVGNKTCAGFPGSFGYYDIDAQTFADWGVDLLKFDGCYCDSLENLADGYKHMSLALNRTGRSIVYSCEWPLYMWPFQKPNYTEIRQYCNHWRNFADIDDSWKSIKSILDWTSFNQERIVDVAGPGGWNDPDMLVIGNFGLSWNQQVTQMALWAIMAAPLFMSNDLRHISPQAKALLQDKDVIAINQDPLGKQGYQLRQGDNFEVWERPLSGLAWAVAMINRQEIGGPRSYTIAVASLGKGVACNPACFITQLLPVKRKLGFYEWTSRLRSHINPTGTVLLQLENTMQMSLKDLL
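Fluorogenic readout (Ex 365/Em 440 nm) of 4-methylumbelliferone released from 1 mM 4-MU-alpha-galactoside by spleen homogenate, 40 min at 37C, pH 5.0. Data normalized to no-enzyme and enzyme controls; Hill-equation AC50 from compound titrations.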
* marks the source's active call; other numbers are inactive results; u = inconclusive; x = no result given; [ ] = remark or other dose. Unless noted, calls come from the whole dose curve; as a rule, active = well fitted curve in the direction sought with a large enough effect; inconclusive = small, poorly fitted or top-dose-only effect, or another doubt; inactive = no such curve, though single readings can be large; an effect the other way counts as inactive or inconclusive. Potency is the fitted concentration of half-maximal effect. An excerpt; the hit share may differ from the screen's.

SMILES | GoLoco inh red | GAA inh | ALDH1A1 block | GAA glycogen mod | SMN2 splice up | JMJD2E inh | aGlu spleen mod | aGal spleen mod
COC(=O)C1NN=C(C(=O)c2ccc(Cl)cc2)C1c1ccc(OC)cc1 (stereo unspecified) | 2% | -14% | 25µM* | -4% | -22% | -1% | -3% | -6%
COc1cc(CCC(=O)OCc2nnc(-c3ccccc3)o2)cc(OC)c1OC | -5% | -8% | 2% | 5% | -14% | -3% | -3% | 5%
Cc1noc(C)c1C(=O)N1CCC2(CC1)CN(C(=O)Nc1cccc(F)c1)C2 | 3% | x | 5% | x | -11% | x | -6% | -8%
Cc1cc(Nc2ccccc2)n(CCO)n1 | 5% | -8% | 1% | 28µM* | -8% | 2% | 4% | 3%
O=C(c1cc2ccccc2o1)c1cccs1 | 3% | -3% | -9% | 2% | u | -3% | -8% | -9%
COc1ccc(CC(=O)Nc2nncs2)cc1OC | 2% | -5% | 6% | -25% | -3% | 6% | 5% | -4%
CCCCOc1nc(N)nc(-c2ccccc2)n1 | 13% | -3% | 7% | 0% | 0% | -1% | -4% | 5%
Cn1nnnc1SCC(=O)c1ccc2c(c1)OCCO2 | 4% | u | u | 12% | x | 4% | 5% | 0%
CCCCCOC(=O)c1c(N)n(CCOC)c2nc3ccccc3nc12 | 40%[activator] | u | u | 6% | -4% | u | u | u
c1ccc(CNc2ncnc3ccc(-c4ccoc4)cc23)cc1 | 20% | x | u | x | x | x | 6% | -6%
C=CCn1c(=O)c(C(=O)OCC)c(O)c2ccccc21 | 6% | 2% | 1% | 0% | -7% | -20% | 3% | 9%
CCC1CCCCN1CCCNC(=O)CC1Oc2ccccc2NC1=O (stereo unspecified) | 1% | -2% | 6% | 0% | -11% | -1% | -7% | -1%
O=P(c1ccccc1)(c1ccccc1)N(c1ccccc1)c1ccccc1 | 13% | -10% | 0% | 6% | 8% | -4% | -2% | 1%
COC(=O)c1cccnc1N1CCN(c2ccccc2F)CC1 | -13% | -1% | -9% | -3% | 1% | -10% | -5% | -1%
CCOCCCNC(=S)NCCc1ccccc1 | 0% | 1% | -7% | 12% | u | -2% | -3% | -1%
CCC1Oc2ccccc2N(CC(=O)NCCN2CCc3ccccc3C2)C1=O (stereo unspecified) | x | -3% | u | 2% | x | 3% | -5% | 4%
CC(=O)c1nc(N2C(=O)CC(Cc3ccccc3)C2=O)sc1C (stereo unspecified) | -7% | 5% | -2% | 8% | 3% | 7% | 3% | 7%
CN1C(=O)c2ccc(NC(=O)c3cccc(N4C(=O)CCC4=O)c3)cc2C1=O | -38% | 0% | 1% | 6% | -10% | -8% | -4% | 4%
O=C(CN1C(=O)C2C3CCC(C3)C2C1=O)NCc1ccco1 (stereo unspecified) | 13% | 6% | 0% | 15% | x | 2% | 0% | 2%
c1ccc(-c2oc3ncnc(NCCN4CCOCC4)c3c2-c2ccccc2)cc1 | -7% | -11% | u | 0% | -15% | u | -9% | 1%
Cc1cc(O)c(NC(=O)c2ccc(C)c([N+](=O)[O-])c2)cc1C | 12% | -3% | 13% | -13% | u | 1% | -4% | -5%
COc1ccccc1-n1nnnc1SCC(=O)NC1CCCC1 | 6% | 0% | u | -10% | -1% | 6% | -2% | -4%
N#Cc1cccc(NC(=O)CCC2CCCC2)c1 | -16% | -11% | -6% | 2% | -4% | -5% | 1% | -9%
COc1cc(NC(=O)N2CCOCC2)cc(OC)c1 | -5% | 1% | 13% | -9% | 0% | 1% | 3% | 8%
O=C(c1cccc(-c2nnc(-c3ccccc3)o2)c1)N1CCCCCC1 | 2% | -4% | u | -5% | u | 3% | -4% | 2%
CC(CCc1ccccc1)NC(=O)CSc1nc(N)cc(N)n1 (stereo unspecified) | -9% | -4% | -1% | 1% | -8% | 1% | 4% | 4%
O=[N+]([O-])c1cccc(-c2nnc(C3CC3)o2)c1 | 6% | x | x | 7% | x | u | 2% | -12%
Cc1oc(C)c2c(=O)ccc3c(c12)OC(N)=C(C#N)C3c1ccccc1 (stereo unspecified) | 74%[activator] | -9% | u | 19% | 1% | u | -4% | -4%
CCOc1ccccc1C(=O)NCC(=O)OCC(=O)NCCc1ccc(S(N)(=O)=O)cc1 | -5% | -6% | -2% | 3% | 15% | 13% | -4% | -5%
CCN1CCc2c(OCC(=O)N3CCCc4ccccc43)cccc2C1=O | 14% | -5% | -11% | -9% | -12% | 3% | x | -2%
Cc1ccc(C)c(NS(=O)(=O)c2cc(C(=O)NCCC3=CCCCC3)ccc2C)c1 | 5% | -4% | u | -6% | -35%[inhibitor] | 2% | 2% | 4%
CCOC(=O)C1CCN(Cc2ccc(OC)cc2OC)CC1 | -39% | -1% | u | 0% | 6% | -1% | -3% | 5%
O=C(NC1CCCCCC1)c1ccc(OCC2CCCO2)cc1 (stereo unspecified) | 8% | 14% | -11% | -18% | 13µM* | -7% | 5% | 3%
Cc1ccc(-c2nnc(SCC(=O)NNC(=O)COc3ccccc3C)n2C)cc1 | 11% | 7% | 2% | 13% | -17% | 5% | -10% | 3%
CC(C)OCCCNC(=O)c1ccc(Br)cc1 | 12% | 4% | 18% | 0% | 9% | 7% | -3% | -1%
CCOC(=O)c1ccc(S(=O)(=O)NCCN2CCOCC2)cc1 | -7% | 11% | u | 4% | -12% | 3% | -5% | 4%
O=C(NCc1nc2ccccc2[nH]1)C1=C[C@@H](c2ccccc2)C[C@@H](OCc2ccc(CO)cc2)O1 | 3% | x | -1% | -12% | x | -17% | 4% | 5%
Cc1cc(C)nc(N2CCCC(C(=O)Nc3nnc(C)s3)C2)n1 (stereo unspecified) | x | -2% | -14% | 3% | x | -3% | -13% | 6%
CCOC(=O)c1c(C)[nH]c(C(=O)OCC(=O)Nc2ccc(OCC)cc2)c1C | 18% | -1% | 5% | 1% | 6% | 0% | 4% | -1%
Cc1ccc(-n2c(O)c(C=NC3CCS(=O)(=O)C3)c3ccccc3c2=O)cc1C (stereo unspecified) | 2% | -3% | u | 0% | -28% | -18% | -10% | 5%

Next part; the last three above are carried over.
SMILES | GoLoco inh red | GAA inh | ALDH1A1 block | GAA glycogen mod | SMN2 splice up | JMJD2E inh | aGlu spleen mod | aGal spleen mod
Cc1cc(C)nc(N2CCCC(C(=O)Nc3nnc(C)s3)C2)n1 (stereo unspecified) | x | -2% | -14% | 3% | x | -3% | -13% | 6%
CCOC(=O)c1c(C)[nH]c(C(=O)OCC(=O)Nc2ccc(OCC)cc2)c1C | 18% | -1% | 5% | 1% | 6% | 0% | 4% | -1%
Cc1ccc(-n2c(O)c(C=NC3CCS(=O)(=O)C3)c3ccccc3c2=O)cc1C (stereo unspecified) | 2% | -3% | u | 0% | -28% | -18% | -10% | 5%
CC(C)c1ccc(/C=C/C(=O)Nc2nncs2)cc1 | 12% | 2% | 3% | 13% | 18µM* | u | 2% | -14%
O=[N+]([O-])c1ccc(N2CCN(S(=O)(=O)c3ccccc3[N+](=O)[O-])CC2)cc1N1CCc2ccccc2C1 | 9% | 5% | 10% | -3% | -4% | 6% | -6% | 7%
COc1ccc(NCc2ccc(OC)c(OC)c2)cc1 | -1% | -1% | 28µM* | u | -11% | u | -15% | -8%
CCOC(=O)c1sc(=NC(=O)c2ccc(C)cc2)n(C)c1C | 8% | 0% | u | 5% | 22µM* | u | x | 4%
CCN1CCc2c(sc(NC(=O)Nc3ccc(Cl)c(Cl)c3)c2C(N)=O)C1 | 18% | -5% | -1% | -4% | -10% | u | -20% | 2%
OC[C@@H](O)C1OC2NC(=S)OC2C1O (stereo partly specified) | 9% | u | -7% | -2% | x | -10% | 0% | -6%
CC(=O)Nc1ccc(S(=O)(=O)N2CCC(=O)Nc3ccccc32)cc1 | -8% | -1% | 5% | -6% | x | 3% | 3% | 1%
CS(=O)(=O)N(CC(=O)Nc1ccccc1C(=O)N1CCCC1)c1cccc([N+](=O)[O-])c1 | 6% | 9% | 16µM* | 5% | 6% | 9% | -2% | -4%
CNC(=O)CSCCn1c(SCC(=O)NC)nc2ccccc2c1=O | 15% | 1% | 4% | 1% | 0% | -2% | 6% | 8%
COc1ccc(N2CCN(C(=O)CSc3nnc4c(C)cc5ccc(C)c(C)c5n34)CC2)cc1 | -11% | -19% | 11% | 3% | 14% | 0% | -9% | -1%
Cn1cc(Br)c(C(=O)Nc2ncc(Br)s2)n1 | 23% | -2% | -12% | -6% | 4.5µM* | -30% | 8% | 7%
CC(c1ccccc1)C1CC(=O)N(Cc2ccco2)C1=O (stereo unspecified) | 2% | -6% | 8.9µM* | 6% | 8% | -4% | 0% | -11%
C=C(C)COc1ccc(-c2n[nH]c(C)c2Oc2ccccc2OC)c(O)c1 | x | 4% | u | -11% | x | 1% | 0% | -2%
CCCC1=NN(c2ccc([N+](=O)[O-])cc2)C(=O)/C1=C/N(C)C | 3% | -9% | u | 10% | 28% | 6% | 3% | -6%
COc1ccc(NC(=O)N2CCC(CO)(CC3CCCCO3)CC2)c(OC)c1 (stereo unspecified) | 3% | x | x | -2% | x | -16% | -21% | -14%
Cc1cccc(N2CCN(C(=O)c3ccc(Cl)c(S(=O)(=O)N4CCc5ccccc5C4)c3)CC2)c1C | -15% | -5% | -4% | 9% | -23% | -13% | -6% | -10%
Cc1cc(-n2c(C)cc(C(=O)CSc3ccc4c(c3)OCCO4)c2C)no1 | 8% | -3% | -6% | -11% | -23% | 0% | -11% | 3%
